# Screening data as filed in PubChem BioAssay.
# RAM inhibit: blocks the yeast RAM network | AID 868 | actives 1.8% (n = 190,000) | S. cerevisiae dse1pr::URA3 reporter, 5-FOA growth OD615, 2 d; analog-sensitive cbk1-as2 kinase mutant strain | inhibition, % at 50 µM;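 active = inhibition above a set limit, 3 SD over mean compound inhibition, cut at about 8.4% in these data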;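 note: 0% = DMSO-only wells with no growth and 100% = 10 µM 1-NA-PP1 full growth; inhibition rescues growth on 5-FOA so higher OD means more RAM inhibition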
# Lmaj promast: reduces viability of Leishmania major promastigotes; resazurin fluorescence viability; inhibition, % at 10 µM; actives 9% (n = 200,000); AID 1063; in the data active = inhibition above about 50%;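 note: promastigotes grown with compound for 44 hours at 28 °C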
# FLuc inh counter: Photinus pyralis luciferase inhibition counter-screen; P08659; ATPLite firefly luciferase biochemical luminescence, 10 min; inhibition, % at 10 µM; actives 1.5% (n = 200,000); AID 1006;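 active = inhibition above about 50% when tested at 10 µM, limit read from the data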
# Target sequence (P08659 whole entry, looked up): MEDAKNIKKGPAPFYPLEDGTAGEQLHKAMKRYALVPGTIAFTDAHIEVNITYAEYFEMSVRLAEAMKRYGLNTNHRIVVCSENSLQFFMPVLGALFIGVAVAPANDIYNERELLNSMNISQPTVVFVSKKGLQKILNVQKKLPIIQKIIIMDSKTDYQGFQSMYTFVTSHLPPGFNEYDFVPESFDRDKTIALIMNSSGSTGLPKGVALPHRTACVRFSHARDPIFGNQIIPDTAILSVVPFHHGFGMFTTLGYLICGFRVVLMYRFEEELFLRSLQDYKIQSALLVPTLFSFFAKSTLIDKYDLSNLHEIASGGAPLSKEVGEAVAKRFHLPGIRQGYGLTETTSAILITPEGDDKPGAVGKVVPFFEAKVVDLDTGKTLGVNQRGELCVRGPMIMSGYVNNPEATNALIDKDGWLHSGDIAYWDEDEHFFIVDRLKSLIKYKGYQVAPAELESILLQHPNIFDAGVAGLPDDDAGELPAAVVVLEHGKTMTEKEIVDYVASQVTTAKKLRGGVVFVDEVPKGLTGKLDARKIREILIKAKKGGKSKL
# bIAP inh: blocks bovine intestinal alkaline phosphatase activity | purified bovine IAP, CDP-star luminescence, 30 min | 190,000 tested, under 10 active | inhibition, % at 20 µM;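 active = over 50% inhibition of intestinal alkaline phosphatase at 20 µM in the single-dose screen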
#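 test system = bovine IAP enzyme | medium = DEA buffer 100 mM, pH 9.8, with MgCl2 1.0 mM, ZnCl2 0.02 mM | detection = luminescence | dosing = single compound dose of 20 µM, 2% DMSO final | incubation = 30 min reaction at room temperature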
# FLuc stim CS: firefly luciferase counter-screen for stimulation assays; ATPlite luciferase biochemical, luminescence, 10 min; 0 = ATP-free wells, 1 = DMSO control; activation factor at 10 µM; 200,000 tested, under 10 active; AID 1027;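 active = luciferase activation factor, scaled between plate controls, of at least 2 with compound at 10 µM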
#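 Material: luciferase plus luciferin reagent, cell-free. Medium: PBS buffer for ATP. Also added: ATP substrate, dispensed from a 10.24 µM working solution in PBS. Doses: test compounds dosed from 2 mM stocks in 100% DMSO. Incubation: 10 min post-reagent at room temperature. Technique: light output (luminescence). Read-out basis: luminescence gain marking luciferase activators.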
# bIAP activator: intestinal alkaline phosphatase (bovine) activation. actives 0.17% (n = 200,000). activation factor at 20 µM. purified bovine IAP, CDP-star luminescence, 30 min; hits give high values; fold of DMSO-control signal, blank-subtracted;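 active = activation factor of 2 or more at 20 µM, a signal rise over negative controls twice the positive control's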
# TNAP act hi DEA: activators of human TNAP at high phosphate acceptor concentration. P05186. purified TNAP, CDP-star luminescence, 1 M DEA, 30 min; hits give high values; 0 = EDTA background, 1 = DMSO-only activity. activation factor at 20 µM. 200,000 tested, under 10 active;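 active = activation factor at least 2 at 20 µM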
# Target sequence (P05186 whole entry, looked up): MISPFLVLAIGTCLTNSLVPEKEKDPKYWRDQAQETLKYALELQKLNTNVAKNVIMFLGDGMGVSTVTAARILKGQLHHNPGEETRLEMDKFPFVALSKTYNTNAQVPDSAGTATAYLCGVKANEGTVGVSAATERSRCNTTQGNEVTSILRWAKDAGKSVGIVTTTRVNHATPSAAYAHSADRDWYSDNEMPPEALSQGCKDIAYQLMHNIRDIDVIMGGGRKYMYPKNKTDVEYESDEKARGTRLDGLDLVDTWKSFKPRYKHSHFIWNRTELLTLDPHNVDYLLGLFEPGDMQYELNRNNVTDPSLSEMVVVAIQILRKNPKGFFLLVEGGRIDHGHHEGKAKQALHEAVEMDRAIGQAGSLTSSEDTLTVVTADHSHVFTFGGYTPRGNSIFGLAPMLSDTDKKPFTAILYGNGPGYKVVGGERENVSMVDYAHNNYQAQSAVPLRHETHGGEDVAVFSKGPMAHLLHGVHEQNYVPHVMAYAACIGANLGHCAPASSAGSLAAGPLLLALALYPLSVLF
#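 Control set: EDTA negative control, DMSO positive control / Assay system: human TNAP / Quantity: TNAP 1/800 final / Evaluation: TNAP activation factor scaled between EDTA and DMSO control wells / Measured by: luminescent substrate turnover signal / Compound dosing: one dose, 20 µM / Times: 30 min enzyme reaction at room temperature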
# APP 5UTR inh: APP translation inhibition. SH-SY5Y APP 5'UTR-luciferase reporter, luminescence. inhibition, % at 2 µM. actives 0.82% (n = 190,000). AID 1285;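 active = inhibition above a set limit, derived from the sample mean plus 3 SD, cut at about 45% in these data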; note: values of inactives mirror those of a sister screen read the other way
# TNAP inh hiacc: blocks human TNAP under high phosphate acceptor concentration | P05186 | purified TNAP, CDP-star luminescence, 1 M DEA | inhibition, % at 20 µM | actives 0.03% (n = 200,000) | AID 1135;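 active = over 50% inhibition of tissue-nonspecific alkaline phosphatase at 20 µM in the single-dose screen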;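 note: plate controls were DMSO wells for no effect and EDTA-quenched wells as full inhibition for full effect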
# TNAP inh no acc: inhibitors of human TNAP without phosphate acceptor. P05186. purified TNAP, CDP-star luminescence, 30 min. inhibition, % at 20 µM. actives 0.26% (n = 200,000). AID 1012;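 active = tissue-nonspecific alkaline phosphatase inhibition above about 50% at 20 µM in the single-dose screen, limit read from the data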;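 note: 0% = DMSO negative control and 100% = EDTA positive control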
# Starred values were filed as active, the others as inactive; / = not tested or not shown. Random draw from the library, and some 13% of all compounds hit somewhere here.
SMILES,RAM inhibit,Lmaj promast,FLuc inh counter,bIAP inh,FLuc stim CS,bIAP activator,TNAP act hi DEA,APP 5UTR inh,TNAP inh hiacc,TNAP inh no acc
O=c1[nH]c2c(c(=O)n1Cc1ccccc1)CCC2,0.9,-4,-6,15,1.1,0.9,1.1,-14,-6,-10
COC(=O)CCC(=O)NNC(=O)c1ccc([N+](=O)[O-])cc1,-0.9,-9,-5,6,1.1,0.9,1,-1,-3,-5
O=C(CSc1nc2ccccc2[nH]1)NCc1ccc(F)cc1,0.7,-1,-6,-3,1.1,1,1,-1,-3,-22
COC(=O)CCS(=O)(=O)c1cc(Cl)ccc1Cl,0.4,-7,-1,20,1,0.8,1,-24,-2,-12
O=C(O)CCn1c(-c2ccccc2)cc2c1CCCC2=O,-0.5,7,3,-1,1,1,1,1,-4,-12
CCc1ccc(N(C(=O)c2csnn2)C(C(=O)NC(C)(C)C)c2ccccn2)cc1 (stereo not given),2.2,-2,0,-2,1,1,1,-5,-1,-3
COc1cccc(-c2cc(C(=O)Nc3cc(C)on3)no2)c1,0.8,2,0,9,1,0.9,1,1,-1,-13
CCSc1nc2ccccc2c(=O)n1C1CCOC(C)(C)C1 (stereo not given),-0.6,2,3,-2,1,1,1,-2,3,-1
CS(=O)(=O)N1CCN(c2ccccc2NC(=O)C(c2ccccc2)c2ccccc2)CC1,4.9,17,-4,4,1,1,1,-6,1,-2
CCOc1ccc(NC(=O)COC(=O)c2ncc(Cl)c(Cl)c2Cl)cc1,3.8,-3,-2,-1,1,1,1,-3,-2,-5
O=S(=O)(c1ccc2nc(-c3ccco3)c(-c3ccco3)nc2c1)N1CCOCC1,2.8,0,1,2,1,1,1,-5,4,18
COC(=O)c1ccc(-n2cnc3ccccc32)nc1,0.1,25,1,6,1,0.9,1,-15,-2,-1
COc1ccc2c(c1)/C(=N/OC(=O)c1cccs1)CCC2,2.7,4,9,22,0.9,0.8,1,13,-2,-9
CCC1CCCCN1C(=O)c1c[nH]c2ccc(S(=O)(=O)N(C)c3ccc(Cl)cc3)cc2c1=O (stereo not given),1.9,-10,-9,-3,1.1,1,1,0,-2,4
Fc1ccccc1N1CCN(Cc2nc(-c3ccc(Cl)cc3Cl)no2)CC1,1.4,-5,-11,8,1.1,0.9,1,9,-3,-1
O=C(CSc1nnc(-c2ccco2)n1-c1ccccc1)NCc1ccc2c(c1)OCO2,0.7,1,-4,4,1,1,1,0,0,3
CCCn1nc([N+](=O)[O-])c(C(C#N)c2nc3ccccc3s2)c(Cl)c1=O (stereo not given),6.0,2,7,19,0.9,0.8,0.7,-2,32,32
O=c1cc(CCl)nc2sc3ccccc3n12,2.9,41,-6,2,1.1,1,1,2,-4,-10
Cc1sc2nc(CN3CCOCC3)nc(NCCc3ccccc3)c2c1C,2.7,27,-6,-2,1.1,1,1.1,8,-5,-18
O=c1c(Cl)c(NCc2ccccc2)cnn1C12CC3CC(CC(C3)C1)C2,0.5,93*,3,5,1,1,1,-14,-1,-24

# 2 entries picked at random from those above, as already listed:
SMILES,RAM inhibit,Lmaj promast,FLuc inh counter,bIAP inh,FLuc stim CS,bIAP activator,TNAP act hi DEA,APP 5UTR inh,TNAP inh hiacc,TNAP inh no acc
O=S(=O)(c1ccc2nc(-c3ccco3)c(-c3ccco3)nc2c1)N1CCOCC1,2.8,0,1,2,1,1,1,-5,4,18
O=c1[nH]c2c(c(=O)n1Cc1ccccc1)CCC2,0.9,-4,-6,15,1.1,0.9,1.1,-14,-6,-10

# (more compounds)
SMILES,RAM inhibit,Lmaj promast,FLuc inh counter,bIAP inh,FLuc stim CS,bIAP activator,TNAP act hi DEA,APP 5UTR inh,TNAP inh hiacc,TNAP inh no acc
CC(C)CCNC(=O)c1cccc(Cl)c1,-1.1,1,-8,30,1.1,0.7,1.1,-5,-8,-3
COc1cc2c(=O)n(CC3CCCO3)c(=O)n(CC(=O)Nc3ccc(F)cc3F)c2cc1OC (stereo not given),2.5,-3,-9,14,1.1,0.9,1.1,-1,-5,-13
CCCNC(=O)/C=C/c1ccc(C(C)C)cc1,0.8,-8,22,10,0.8,0.9,1,7,-3,-5
CCCCc1[nH]c(=O)c(C#N)c2c1CCCC2,0.0,-3,0,3,1,1,1,1,2,0
COc1cc(C2NCCC(=O)C2(C)C)cc(OC)c1OC (stereo not given),0.8,2,-7,3,1.1,1,1,11,-4,-6
O=C(CCCn1c(=O)[nH]c2cc(Cl)ccc2c1=O)NC1CCCCCCC1,5.3,0,-7,4,1.1,1,1.1,-26,-8,1
COC(=O)c1sc2nc(CSc3nc4ccc(C)cc4[nH]3)[nH]c(=O)c2c1C,0.4,-5,-9,-20,1.1,1.2,1,13,-4,-14
CCc1ccc(NC(=O)N(CCN(C)C)C(C)c2cccnc2)cc1 (stereo not given),1.9,1,-3,-11,1,1.1,1.1,-8,-7,-12
OCCSc1nc2ccccc2n1CCOc1ccccc1,1.3,9,-2,6,1,0.9,1,11,1,-4
O=C(c1cc2ccccn2n1)N1CCCC1,0.9,0,-11,18,1.1,0.8,1.1,-6,-10,-5
COc1ccc(N2CCN(C(=O)CSc3nnc(C)c(=O)[nH]3)CC2)cc1,2.0,-2,-10,-7,1.1,1.1,1.1,17,-8,-3
Cc1cccc(NC(=O)C2CCCN(S(=O)(=O)c3c(C)nn(C)c3C)C2)n1 (stereo not given),3.3,-4,0,10,1,0.9,1,-7,-3,-7
O=C(c1ccc2snnc2c1)N1CCCC1,1.1,-5,1,-2,1,1,1,-5,0,6
CCC(Sc1nc(C)cc(C)n1)C(=O)O (stereo not given),2.3,0,-3,14,1,0.9,1,2,1,-4
COc1ccc(/C=N/NC(=O)c2sc(C)nc2C)cc1,0.2,3,16,2,0.8,1,1,5,1,-3
COc1ccc(NC(=O)CCCC2=NS(=O)(=O)c3ccccc3N2)cc1,-0.8,-3,1,-6,1,1.1,1,42,0,-7
COCCNC(=O)C(=O)Nc1cccc(Br)c1,2.7,-8,-4,14,1,0.9,1.1,-3,-5,-11
Cn1c(NC(=O)c2ccco2)c(-c2ccc(Cl)cc2)c(=O)c2ccccc21,1.9,0,-3,12,1,0.9,1,-4,-2,-8
CCOC(=O)c1c(NC(=O)CSc2nnc(CNc3ccc(OC)cc3)n2C)sc(C)c1C,3.9,30,-8,-4,1.1,1,1,-19,-2,-6
Cc1c(CCO)c(=O)[nH]n1S(=O)(=O)c1ccccc1,1.6,-16,-2,-2,1,1,1,-56,-2,-5
CN(C)C(/C=C/Nc1ccc(F)cc1)=C(C#N)C#N,2.8,-4,-11,6,1.1,0.9,1,/,-3,-8
COc1ccc(CC(=O)NNc2ncnc3c2cnn3C)cc1,2.6,-3,-3,-3,1,1,1,4,-4,-30
C/C(=N\Nc1ccc(C(F)(F)F)cc1[N+](=O)[O-])C1CC1,-0.4,-7,2,-14,1,1.1,0.9,15,14,11
O=C(O)CN1CCN(Cc2ccc(Cl)cc2)C1=O,1.7,-1,-5,-1,1.1,1,1,4,0,-3
CCOC(=O)c1ccccc1NC(=S)N1CCC(N2CCCCC2)CC1,1.0,13,-8,8,1.1,0.9,1.1,0,-6,-12
COc1ccc(C2=Nn3c(nnc3-c3ccccc3OC)SC2)cc1OC,-0.9,27,-8,-3,1.1,1,1,96*,-4,-6
Cc1nc(NC2=NCN(CCc3ccccc3)CN2)nc2ccccc12,/,/,-1,12,1,0.9,1,/,-2,-2
Nc1ccc(Nc2nc(-c3ccncc3)cs2)cc1,0.8,81*,59*,22,0.4,0.8,1,-40,-2,-6
COC(=O)CSc1nnc2c3c4c(sc3nc(-n3nc(C)cc3C)n12)COC(C)(C)C4,0.5,-5,-6,-6,1.1,1.1,1.1,-2,-9,-16
O=C(NC(=S)NCCC1=CCCCC1)c1ccccc1Br,7.5,-2,-1,18,1,0.8,1.1,-20,-7,-8
COC(=O)c1cc(CSc2nc3ccc(C)cc3[nH]2)oc1C,/,9,-1,-5,1,1.1,1.1,7,-9,-26
CCN1CCN(CC(=O)N2c3ccccc3CC2C)CC1 (stereo not given),1.4,-7,-4,-5,1,1,1,-18,1,-6
Cc1cccc(C)c1NC(=O)NC1CC2CCC(C1)N2Cc1cccs1 (stereo not given),1.2,0,-2,-12,1,1.1,1.1,-6,-5,-14
Cc1cc(-c2nnc3sc(C4CCCCC4)nn23)n[nH]1,-0.7,2,-6,12,1.1,0.9,1.1,-11,-7,-12
CC(=O)OC12CC3CC(C1)C(=NO)C(C3)C2,-0.2,-7,-6,11,1.1,0.9,1.1,-11,-6,-14
O=C(O)CSc1nc2ccccc2c(=O)[nH]1,0.3,-2,-9,13,1.1,0.9,1,2,-3,-3
COc1ccc(-c2cc(C(F)(F)F)n3nc(C(=O)N4CCCCC4)cc3n2)cc1OC,-0.3,0,0,-3,1,1,1,-6,-2,-9
c1ccc(-c2nccc(-c3ccc4c(c3)OCO4)n2)cc1,4.4,-11,3,6,1,0.9,1,-47,-4,-11
COc1cc(C)nc(Oc2ccc(OCc3ccccc3)nn2)n1,1.1,-17,-8,3,1.1,1,1,-10,0,-9
CCOc1cc(N2CCOCC2)c(OCC)cc1NC(=O)COC(=O)c1cc(C)oc1C,3.9,4,-4,23,1,0.8,1,1,-1,-9
Cc1cc(C)c2cc(C)c3nnc(SCC(=O)NCc4ccc5c(c4)OCO5)n3c2c1,2.3,2,-7,0,1.1,1,1,8,-3,2
COC(=O)CNC(=O)COC(=O)c1cc(SC)ccc1Cl,0.8,-5,-5,10,1.1,0.9,1.1,-14,-9,-10
Cc1ccc(-c2nn(-c3ccccc3)cc2C(=O)Nc2cccc(S(=O)(=O)N3CCOCC3)c2)cc1,6.1,45,17,-4,0.8,1,1.1,16,-6,-2
CCn1c(SCC(=O)NCc2ccco2)nc2c1c(=O)n(C)c(=O)n2C,1.3,-5,-5,6,1.1,0.9,1.1,-11,-6,-14
COc1ccc(-n2c(-c3ccc(Br)cc3)c[n+]3c2CCCCC3)cc1,3.1,100*,-9,-19,1.1,1.2,1.1,0,-7,6
COc1cc(C(=O)NCC(c2cccnc2)N2CCN(C)CC2)cc(OC)c1OC (stereo not given),1.9,3,-12,-1,1.1,1,1,-7,-3,-4
C/C=C/c1ccc(OCCCCOc2ccccc2F)c(OC)c1,3.2,33,0,12,1,0.9,1,-10,1,-26
Cc1ccc(Cn2c(SCC(=O)Nc3cc(C)on3)nc3ccccc3c2=O)cc1,2.5,8,-5,3,1,1,1,-6,-2,-6
Cc1ccc(C(=O)OCc2cn(-c3ccccc3)nn2)cc1,0.3,-4,-2,21,1,0.8,0.9,-10,7,-13

# 3 compounds from above, sorted by the value under bIAP activator, largest number first:
Compound,RAM inhibit,bIAP inh,bIAP activator,TNAP act hi DEA,APP 5UTR inh,TNAP inh hiacc,TNAP inh no acc
O=C(c1ccc2snnc2c1)N1CCCC1,1.1,-2,1,1,-5,0,6
Cc1cccc(NC(=O)C2CCCN(S(=O)(=O)c3c(C)nn(C)c3C)C2)n1 (stereo not given),3.3,10,0.9,1,-7,-3,-7
O=C(NC(=S)NCCC1=CCCCC1)c1ccccc1Br,7.5,18,0.8,1.1,-20,-7,-8
